AMPAR-TARP mod: modulates AMPAR-stargazin complexes | HEK293 GluA2+stargazin, membrane potential dye (FDSS), glutamate EC50; hits were called plate by plate, in both directions | calls only at 30 µM | hit rate 3.5% among 40,000;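 active means any of four per-well response measures lying three or more SD from its plate-wide compound average, in either direction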
Target sequence (O88602 whole entry, looked up): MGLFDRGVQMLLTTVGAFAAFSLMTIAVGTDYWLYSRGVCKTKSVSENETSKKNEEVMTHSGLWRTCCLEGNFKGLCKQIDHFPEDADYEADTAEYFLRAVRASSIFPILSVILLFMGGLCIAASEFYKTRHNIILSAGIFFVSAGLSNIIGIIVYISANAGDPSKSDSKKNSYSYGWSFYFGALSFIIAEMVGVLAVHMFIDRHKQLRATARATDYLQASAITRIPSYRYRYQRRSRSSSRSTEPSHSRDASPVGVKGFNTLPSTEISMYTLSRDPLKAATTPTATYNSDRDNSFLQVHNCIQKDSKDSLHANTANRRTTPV
Target sequence (P19491 whole entry, looked up): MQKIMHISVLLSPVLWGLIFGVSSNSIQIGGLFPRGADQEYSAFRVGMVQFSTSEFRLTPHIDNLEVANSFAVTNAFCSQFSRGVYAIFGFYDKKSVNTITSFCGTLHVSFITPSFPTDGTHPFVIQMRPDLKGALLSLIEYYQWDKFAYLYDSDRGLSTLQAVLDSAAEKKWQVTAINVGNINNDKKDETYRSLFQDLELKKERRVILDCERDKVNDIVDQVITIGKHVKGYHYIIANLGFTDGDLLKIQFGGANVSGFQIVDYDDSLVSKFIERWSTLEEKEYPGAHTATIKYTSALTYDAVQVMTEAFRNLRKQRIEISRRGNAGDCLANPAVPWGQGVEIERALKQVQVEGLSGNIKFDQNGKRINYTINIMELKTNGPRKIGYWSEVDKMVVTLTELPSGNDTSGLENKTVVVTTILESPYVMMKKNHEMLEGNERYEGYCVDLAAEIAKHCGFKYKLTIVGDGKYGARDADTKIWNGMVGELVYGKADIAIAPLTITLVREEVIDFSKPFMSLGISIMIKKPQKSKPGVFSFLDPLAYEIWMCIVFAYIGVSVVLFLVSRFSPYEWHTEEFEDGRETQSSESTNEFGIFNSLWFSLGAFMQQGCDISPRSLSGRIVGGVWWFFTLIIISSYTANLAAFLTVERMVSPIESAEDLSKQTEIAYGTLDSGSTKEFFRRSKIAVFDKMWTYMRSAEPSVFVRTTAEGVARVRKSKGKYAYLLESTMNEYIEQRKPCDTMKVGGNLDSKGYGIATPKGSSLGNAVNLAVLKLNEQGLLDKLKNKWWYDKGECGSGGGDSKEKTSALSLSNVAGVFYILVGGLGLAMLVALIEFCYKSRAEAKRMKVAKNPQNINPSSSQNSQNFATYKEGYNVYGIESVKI
AMPAR-TARP mod agonism max-min: also measured in AMPAR-TARP mod; calls as there; compound max-min signal; compound-alone response (agonism);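 unitless range of fluorescence divided by baseline over first 100 seconds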
AMPAR-TARP mod glutamate slope: also measured in AMPAR-TARP mod; calls as there; glutamate slope, % of max; measured here: glutamate response slope, % max;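 scaled per plate between vehicle wells and maximal 1 mM glutamate control wells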
The depositor's hits bear a star; i = inactive; + = active, no number; & = joins results of further samples. Some of the compounds tested; the hit share may differ from the screen's.

canonical_smiles,AMPAR-TARP mod glutamate slope,AMPAR-TARP mod,AMPAR-TARP mod agonism max-min
COc1ccc(C)cc1S(=O)(=O)N1CCN(Cc2nc(-c3cccs3)cs2)CC1,52,i,0.15
N#Cc1ccccc1NC(=O)C(=O)NCC1(O)CCCC1,66,i,0.089
CC(O)(CNS(=O)(=O)c1c(F)cccc1F)C1CC1 (centres undefined),60,i,0.096
CCn1nnc2c(NCc3cccs3)ncnc21,60,i,0.1
CCCCc1ccc(NC(=O)CSc2cc(N3CCC(C(=O)NCC)CC3)ncn2)cc1,45,i,0.13
CC(Oc1ccccc1)C(=O)N1CCN(c2ncnc3c2nnn3-c2ccc(Cl)cc2)CC1 (centres undefined),58,i,0.092
CCC(=O)Nc1ccc(S(=O)(=O)NCC(O)c2cccn2C)c(C)c1 (centres undefined),58,i,0.096
CCOc1cc(C(=O)Nc2ccc3c(c2)CCCN3C(C)=O)cc(OCC)c1OCC,67,i,0.11
COc1ccc(C(=O)NCCn2ncc3c(N4CCN(c5ncccn5)CC4)ncnc32)cc1OC,57,i,0.067
COc1ccc(OC)c(COCC(O)CN2CCCCC2C)c1 (centres undefined),45,i,0.091
Cc1cc(NC(=O)C(=O)c2c(C)[nH]c3ccccc23)n(-c2nc(-c3cccs3)cs2)n1,26,i,0.054
Cc1ccc2nc(-c3ccc(NC(=O)C4CCCN4S(C)(=O)=O)cc3)sc2c1 (centres undefined),56,i,0.13
COc1ccc(CNC(=O)c2csc(NS(=O)(=O)c3ccc(OC)cc3)n2)cc1,46,i,0.055
COC(=O)N1CCC(CNS(C)(=O)=O)CC1,57,i,0.075
OCCCc1nc2ccccc2n1Cc1ccc(F)cc1,57,i,0.036
CN(C)C(CNC(=O)CCS(=O)(=O)c1ccccc1)c1ccsc1 (centres undefined),49,i,0.13
CCn1c(=O)c2c(nc3n(C(C)C)c(C)c(C)n23)n(C)c1=O,60,i,0.18
Cc1cc(C)c2sc(NC(=O)/C=C\c3ccccc3)nc2n1,53*,+,0.19*
COc1ccc(-c2cn(CC(=O)Nc3cccc(C)c3)nc2N(C)C)cc1,56,i,0.15
COc1ccc(S(=O)(=O)NCC(O)(c2cccs2)C2CC2)c(C)c1 (centres undefined),43,i,0.16
Cc1ccc2c(c1)C(O)(CC(=O)c1ccco1)C(=O)N2 (centres undefined),48,i,0.05
CCC(=O)N1N=C(c2ccc(NS(=O)(=O)c3ccccc3)cc2)CC1c1ccco1 (centres undefined),69,i,0.11
O=C(NCCc1ccccc1)C1(c2ccccc2)CCOCC1,24,i,0.051
CCCCn1c(=O)c2c(nc3n2CCCN3c2cc(C)ccc2OC)n(C)c1=O,51,i,0.078
O=C(COc1ccc(Cl)cc1)NNC(=O)c1ccc(=O)n(Cc2ccc(Cl)cc2)c1,49,i,0.11

Overlap with the part before: four entries, followed by the next part.
canonical_smiles,AMPAR-TARP mod glutamate slope,AMPAR-TARP mod,AMPAR-TARP mod agonism max-min
CCC(=O)N1N=C(c2ccc(NS(=O)(=O)c3ccccc3)cc2)CC1c1ccco1 (centres undefined),69,i,0.11
O=C(NCCc1ccccc1)C1(c2ccccc2)CCOCC1,24,i,0.051
CCCCn1c(=O)c2c(nc3n2CCCN3c2cc(C)ccc2OC)n(C)c1=O,51,i,0.078
O=C(COc1ccc(Cl)cc1)NNC(=O)c1ccc(=O)n(Cc2ccc(Cl)cc2)c1,49,i,0.11
CCCNC(=O)Cn1nc(-c2ccc(F)cc2)c2sc(C)nc2c1=O,41,i,0.051
C=CCc1cccc2cc(C(N)=O)c(=N)oc12,59&112,i,0.097&0.1
CCc1ccccc1NC(=O)CSc1nnc(CCn2ccc(=O)[nH]c2=O)o1,46,i,0.043
CC(=O)OCCCCn1c(COc2ccccc2)nc2ccccc21,45*,+,0.13*
COc1cccc(C(=O)Nc2sc3c(c2-c2nc4ccccc4s2)CCN(C(C)=O)C3)c1,70,i,0.11
CCCCn1c(=O)c2sccc2n2c(CCC(=O)NCc3ccc(Cl)cc3)nnc12,50,i,0.13
O=C(COc1ccccc1F)NCC1CCN(Cc2ccccn2)CC1,26,i,0.039
O=C(Cn1nc2c(c1NC(=O)c1ccc3c(c1)OCO3)CSC2)NCC1CCCO1 (centres undefined),72,i,0.095
CSc1ncccc1C(=O)NCC1CCN(S(=O)(=O)C2CC2)CC1,30,i,0.055
CCOC(=O)c1c(NC(=O)C2CCN(S(=O)(=O)c3ccc(OC)cc3)CC2)sc2c1CCC2,34,i,0.084
COc1ccc(-c2noc(-c3c(SC)nn(CC(=O)Nc4cccc(F)c4)c3N)n2)cc1,38,i,0.15
COc1ccc(CNC(=O)C(=O)NCCC2CCCCN2S(=O)(=O)c2ccc(F)cc2C)cc1 (centres undefined),60,i,0.1
O=C(CSc1ccc(NC(=O)c2ccco2)nn1)Nc1ccc(C(F)(F)F)cc1,48,i,0.081
COc1ccc(NC(=O)c2ccc([N+](=O)[O-])cc2)cc1N1CCCCC1=O,40,i,0.052
CS(=O)(=O)N1CCCc2ccc(NC(=O)C(=O)NCc3ccccc3)cc21,63,i,0.057
O=C(Nc1cc(-c2cccs2)nn1CCO)C1(c2ccccc2)CCOCC1,64,i,0.15
COc1ccc(CNC(=O)c2sc(-n3cccc3)nc2C(C)C)c(OC)c1,62,i,0.11
CSCCC(C)(O)CNC(=O)C1CC(=O)N(c2ccc(C)c(C)c2)C1 (centres undefined),60,i,0.08
COc1ccccc1CCNC(=O)Cn1cnc(-c2cccs2)cc1=O,62,i,0.097
Cc1ccccc1N1C(=O)CC(N2CCN(c3ccc(F)cc3)CC2)C1=O (centres undefined),61,i,0.077
CSc1ccccc1C(=O)NCC1CCN(C(=O)COc2ccccc2)CC1,63,i,0.062
COc1ccc(S(=O)(=O)N2CCCC2CNC(=O)C(=O)NCCc2ccc(F)cc2)cc1 (centres undefined),57,i,0.09
COc1cc(Cl)c(C)cc1NC(=O)c1cccc(Br)c1,79,i,0.064
Cc1ccc(C(CNC(=O)C(=O)NCc2ccc3c(c2)OCO3)N(C)C)cc1 (centres undefined),48,i,0.035
O=C(c1ccc(Br)o1)N1CCC(c2nnc(-c3ccco3)s2)CC1,63,i,0.09

One compound at a time (already shown).
Results for CCCNC(=O)Cn1nc(-c2ccc(F)cc2)c2sc(C)nc2c1=O = AMPAR-TARP mod glutamate slope: 41; AMPAR-TARP mod: i; AMPAR-TARP mod agonism max-min: 0.051
Results for CCOC(=O)c1c(NC(=O)C2CCN(S(=O)(=O)c3ccc(OC)cc3)CC2)sc2c1CCC2 = AMPAR-TARP mod glutamate slope: 34; AMPAR-TARP mod: i; AMPAR-TARP mod agonism max-min: 0.084
Results for CC(=O)OCCCCn1c(COc2ccccc2)nc2ccccc21 = AMPAR-TARP mod glutamate slope: 45*; AMPAR-TARP mod: +; AMPAR-TARP mod agonism max-min: 0.13*

New compounds follow
canonical_smiles,AMPAR-TARP mod glutamate slope,AMPAR-TARP mod,AMPAR-TARP mod agonism max-min
COc1cc2ccccc2cc1C(=O)Nc1nnc(CCSc2ccccc2)o1,49,i,0.095
O=C(CN1C(=O)CCC1=O)NCC1(c2cccs2)CCOCC1,50,i,0.13
CC(=O)Nc1ccc(NC(=O)c2nnn(-c3cccc(Cl)c3)c2N)cc1,60,i,0.11
CCOc1ccc(-c2ccc(N3CCN(C(=O)Nc4ccccc4Cl)CC3)nn2)cc1,54,i,0.12
O=C(c1ccc2c(c1)OCO2)N1CCN(C(=O)C2CC2c2cccs2)CC1 (centres undefined),55,i,0.071
CC(Sc1nnnn1-c1ccc(Cl)cc1)C(=O)Nc1ccc(S(N)(=O)=O)cc1 (centres undefined),48,i,0.11
CCNC(=O)C1Cc2ccccc2N1C(=O)Nc1cccc(OC)c1OC (centres undefined),52,i,0.096
CC(=O)N(Cc1cc2cc(C)ccc2[nH]c1=O)c1ccc(C)c(C)c1,18,i,0.048
CC(=O)SCC(=O)N=c1sc2cc(C)ccc2n1C,59,i,0.097
O=C(Nc1ccc(F)c(Cl)c1)c1ccc(=O)n(Cc2cccc(F)c2)c1,42,i,0.15
CCc1nnsc1C(=O)Nc1ncc([N+](=O)[O-])s1,55,i,0.092
COc1ccc(-c2ccc(C#N)c(SCc3ccc(C#N)cc3)n2)cc1,70,i,0.12
O=C(NCc1n[nH]c(=O)c2ccccc12)c1cc2ccccc2oc1=O,45,i,0.084
COc1cc(COCC2CCN(C(=O)Cc3ccccc3Cl)CC2)cc(OC)c1,70,i,0.055
COc1cccc(S(=O)(=O)Nc2ccc3c(c2)OCCO3)c1,57,i,0.1
NC(=O)CSc1nc(-c2ccccc2)c(NC(=O)c2cccs2)s1,56,i,0.11
CCOC(=O)c1ccc(NC(=O)c2nc(-c3cnccn3)no2)cc1,55,i,0.18
COc1cccc(Cn2nc3ccc(S(=O)(=O)N4CCCCCC4)cn3c2=O)c1,60,i,0.077
CSc1ncccc1C(=O)N1CCC(CNS(=O)(=O)Cc2cccc(F)c2)CC1,45,i,0.045
O=C(NCc1cccs1)C(=O)NCC1CCN(C2CCCC2)CC1,60,i,0.06
COc1ccc2c(CC(=O)Nc3ccccc3C)cc(=O)oc2c1,46,i,0.083
CCOc1ccc(Br)cc1S(=O)(=O)NCCOc1ccc(-c2ccc(C)cc2)nn1,57,i,0.042
COCCNC(=O)c1ccc(Cn2c(=S)[nH]c3ccc(Br)cc3c2=O)cc1,85,i,0.11
Cc1ccc(N2CCN(C(=O)c3ccc([N+](=O)[O-])c(C)c3)CC2)c(C)c1,46,i,0.1
COC(=O)c1sccc1S(=O)(=O)N(CC(=O)Nc1ccccc1)c1ccccc1,44,i,0.026
CC(=O)Nc1ccc(NC(=O)C(=O)NCc2ccco2)cc1,42,i,0.046
COc1ccccc1CCNC(=O)C(=O)Nc1ccc([N+](=O)[O-])cc1C,65,i,0.13
CCN(Cc1ccccc1)C(=O)Cn1cnc(C)cc1=O,57,i,0.078
COc1cc(Cl)c(C)cc1NC(=O)CN1CCCN(Cc2ccc(Cl)cc2)S1(=O)=O,64,i,0.097
CC(=O)N1CCN(c2c(C)cnc3c2c(=O)n(CC(=O)NC(C)(C)C)c(=O)n3C)CC1,72,i,0.1
COc1ccc(C(=O)N2c3ccccc3CC2C(N)=O)c(OC)c1 (centres undefined),45,i,0.056
COc1cccc(S(=O)(=O)NCc2ccc(C(=O)Nc3ccc(Cl)cc3)cc2)c1,50,i,0.098
CC(C)c1cc(=O)[nH]c(-n2nc(-c3ccco3)cc2NC(=O)C(c2ccccc2)c2ccccc2)n1,55,i,0.11
CS(=O)(=O)Nc1ccc(CC(=O)NCC(F)(F)F)cc1,32,i,0.069
O=C(Nc1ccc2c(c1)OCCO2)NC1(c2nc(-c3cnccn3)no2)CCCCC1,53,i,0.1
Cc1cc(NC(=O)C2CCCN(S(=O)(=O)c3cccs3)C2)on1 (centres undefined),58,i,0.088
COc1ccc(SCC(=O)Nc2sc3c(c2-c2nc4ccccc4s2)CCN(C)C3)cc1,38,i,0.053
O=C(CCCn1nc(-c2ccco2)ccc1=O)Nc1nccs1,61,i,0.087
COC(=O)c1sccc1S(=O)(=O)N(CC(=O)Nc1ccccc1OC)c1ccccc1,61,i,0.058
CCOc1ccccc1C(=O)Nc1cc(C)nn1-c1nc(-c2ccc3c(c2)OCO3)cs1,28,i,0.048
O=C(Cc1ccc(NS(=O)(=O)c2cccs2)cc1)NCc1cccs1,29,i,0.061
COc1ccc(OC)c(S(=O)(=O)Cc2nc(-c3ccc4c(c3)OCO4)no2)c1,28,i,0.11
Cn1c(-c2cccs2)nn(CCNC(=O)Nc2ccc3c(c2)OCO3)c1=O,55,i,0.1
O=C(Cn1c(=O)n(C2CC2)c(=O)c2nscc21)Nc1ccc2c(c1)OCO2,55,i,0.095
Cc1ccc(-c2nnc(NC(=O)c3ccc([N+](=O)[O-])o3)o2)cc1C,50,i,0.089
O=C(Cc1ccc(NC(=O)CCCc2ccccc2)cc1)NCc1cccs1,39,i,0.096
COc1ccc(CCNC(=O)c2ccc3c(=O)n4c(nc3c2)SCCC4)cc1OC,59,i,0.11
O=S(=O)(c1ccc(F)cc1)N1CCC(c2nnc(C3CC3)o2)CC1,55,i,0.069
CC(C)(C)C(=O)Nc1ccc(C(=O)NCCNC(=O)Nc2ccccc2Cl)cc1,36,i,0.077
Cc1noc(C2CN(C(=O)c3cc(-c4ccco4)on3)C2)n1,55,i,0.16

Additional results follow.
canonical_smiles,AMPAR-TARP mod glutamate slope,AMPAR-TARP mod,AMPAR-TARP mod agonism max-min
COc1ccc(-n2c(C)c(C)n3c4c(=O)n(CC(C)C)c(=O)n(C)c4nc23)c(OC)c1,68,i,0.11
CC(C)c1ccc(C(=O)Cn2nc(-c3ccco3)c3sc(N4CCOCC4)nc3c2=O)cc1,60,i,0.047
O=c1ccc(-c2cccs2)nn1CCCNS(=O)(=O)c1cccc(C(F)(F)F)c1,42*,+,0.16*
O=c1cc(-c2ccccc2)nc(SCc2nc(-c3ccc(C(F)(F)F)cc3)no2)[nH]1,58,i,0.076
CN1CCN(c2ccc(N3CCN(C(=O)c4ccc(Br)o4)CC3)nn2)CC1,58,i,0.1
Cc1ccc(C(CNS(=O)(=O)CCc2ccccc2)N2CCOCC2)cc1 (centres undefined),70,i,0.078
O=C(O)C1C2CCC(C2)C1C(=O)Nc1ccc(F)c(Cl)c1 (centres undefined),21,i,0.082
Cc1cc(C)n(CCN2CCN(C(=O)C3CCC3)CC2)n1,34,i,0.11
COc1ccc(OC)c2sc(N3CCN(C(=O)c4ccno4)CC3)nc12,32,i,0.12
